Screening results: PubChem BioAssay, several laboratories
BoNT F protease: BoNT/F light chain protease inhibitors, primary screen, biochemical, flow cytometry, MLPCN library. Botulinum neurotoxin type F light chain protease (Clostridium botulinum). Multiplex microsphere protease cleavage assay. inhibition, % at 10 µM. 0.22% of 360,000 active. AID 588497, 2011; in the data active = inhibition above about 35%, passing the limit was not always enough; inconclusive = no clear call, values can overlap the other calls; note: plate controls were buffer without enzyme for full effect and enzyme alone for no effect
PrPC surface inh: inhibitors of human cell surface prion protein PrPC, primary screen, cell-based, TR-FRET; Major prion protein (Homo sapiens), P04156; TR-FRET read-out; inhibition, % at 13.8 µM; 0.43% of 370,000 active; in the data active = inhibition above about 24%; note: 0% = median of the test wells and 100% = reference compound wells
MazEF act: activators of E. coli MazEF toxin-antitoxin RNase, primary screen, biochemical, fluorescence, uHTS. FAM/BHQ RNA-DNA oligo cleavage fluorescence, 5 h. activation, % at 20 µM. 0.32% of 350,000 active. AID 504720, 2011; in the data active = activation above about 50%
Target sequence (P0AE70 whole entry, looked up): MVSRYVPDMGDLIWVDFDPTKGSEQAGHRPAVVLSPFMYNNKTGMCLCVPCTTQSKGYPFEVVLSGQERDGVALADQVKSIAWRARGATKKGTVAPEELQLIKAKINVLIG
GDH-TPI counter: GDH-TPI coupling enzyme inhibitors, primary screen, artefact control for M. tuberculosis FBA inhibitor project, biochemical, absorbance, full deck | GDH-TPI coupled enzyme counterscreen, NADH absorbance | inhibition, % at 4.8 µM | 1.2% of 360,000 active; in the data active = inhibition above about 30%;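 note: 0% = DMSO wells and 100% = wells lacking the enzyme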
Mtb FBA inh: Mtb FBA enzyme inhibitors, primary screen, biochemical, fluorescence, strain H37Rv; 2.3% of 360,000 active; inhibition, % at 1 µM; AID 588726, 2011; Fructose-bisphosphate aldolase (Mycobacterium tuberculosis (strain ATCC 25618 / H37Rv)), …; purified M. tuberculosis FBA, fluorescence read-out; in the data active = inhibition above about 27%;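 note: 0% = vehicle and 100% = reference inhibitor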
Target sequence (P9WQA3 whole entry, looked up): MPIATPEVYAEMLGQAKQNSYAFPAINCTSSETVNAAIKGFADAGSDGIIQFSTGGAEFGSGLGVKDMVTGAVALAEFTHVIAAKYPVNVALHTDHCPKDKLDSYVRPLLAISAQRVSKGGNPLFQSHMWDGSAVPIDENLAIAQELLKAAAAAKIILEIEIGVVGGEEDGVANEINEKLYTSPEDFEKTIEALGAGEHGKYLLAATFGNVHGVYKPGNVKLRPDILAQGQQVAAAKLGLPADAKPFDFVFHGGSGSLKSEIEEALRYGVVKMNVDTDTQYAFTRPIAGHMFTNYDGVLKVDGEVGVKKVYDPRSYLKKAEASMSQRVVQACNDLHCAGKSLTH
Rv3671c protease: Rv3671c serine protease inhibitors, primary screen, biochemical, fluorescence polarization, M. tuberculosis H37Rv. 0.048% of 320,000 active. AID 2606, 2010. P9WHR9. inhibition, % at 5.96 µM; in the data active = inhibition above about 38%;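 note: extracellular domain of Rv3671c used as enzyme; 0% = enzyme with DMSO and 100% = no enzyme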
Mtb BioA inh: M. tuberculosis BioA enzyme inhibitors, primary screen, biochemical, plate reader, single point, HTS; purified M. tuberculosis BioA enzyme; inhibition, % at 9.99 µM; 0.096% of 360,000 active; AID 602481, 2012; in the data active = inhibition above about 40%; inconclusive = no clear call, values can overlap the other calls
UGM FP inh: M. tuberculosis UGM enzyme inhibitors, primary screen, biochemical, fluorescence polarization, single point. 0.06% of 320,000 active. UDP-galactopyranose mutase (Mycobacterium tuberculosis (strain ATCC 25618 / H37Rv)), …. inhibition, % at 10 µM. purified UGM, fluorescence polarization probe displacement; in the data active = inhibition above about 10%, passing the limit was not always enough; inconclusive = no clear call, values can overlap the other calls
Target sequence (P9WIQ1 whole entry, looked up): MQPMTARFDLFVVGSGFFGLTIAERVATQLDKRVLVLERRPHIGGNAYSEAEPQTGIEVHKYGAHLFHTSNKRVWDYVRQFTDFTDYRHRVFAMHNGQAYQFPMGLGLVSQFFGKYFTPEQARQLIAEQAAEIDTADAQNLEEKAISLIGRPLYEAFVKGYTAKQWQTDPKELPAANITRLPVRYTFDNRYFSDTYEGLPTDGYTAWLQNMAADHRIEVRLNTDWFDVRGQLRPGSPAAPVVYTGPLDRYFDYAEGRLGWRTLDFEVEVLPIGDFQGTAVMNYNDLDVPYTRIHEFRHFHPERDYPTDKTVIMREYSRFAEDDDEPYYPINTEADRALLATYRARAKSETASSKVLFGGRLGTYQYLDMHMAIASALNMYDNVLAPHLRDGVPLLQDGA
FadD28 FP inh: inhibitors of FadD28 bisubstrate probe binding, primary screen, biochemical, fluorescence polarization, single point; Mycobacterium tuberculosis FadD28 fatty-acid-AMP ligase; inhibition, % at 12.5 µM; 0.22% of 360,000 active; in the data active = inhibition above about 8.5%, passing the limit was not always enough; inconclusive = no clear call, values can overlap the other calls
* = called active by the depositor; ? = inconclusive; · = no result given.

1. COc1ccccc1-n1c(CNC(=O)c2ccc(S(=O)(=O)N3CCCCC3)cc2)n[nH]c1=S
2. O=C(CSc1nnc(CNC(=O)c2cccs2)o1)Nc1cccc(Cl)c1
3. CCOC(=O)c1[nH]c2ccc(F)cc2c1NC(=O)CN1CCN(C/C=C/c2ccccc2)CC1
4. Cc1cc(C)cc(CC(=O)N2CCC2(C)C(=O)NS(=O)(=O)Cc2ccccc2)c1 (stereo not given)
5. Cc1c(CC(=O)NCCC(=O)O)c(=O)oc2cc3occ(-c4ccccc4)c3cc12
6. CCN(CC(=O)Nc1ccc2c(c1)OCCO2)C(=O)C1CCCCC1

Screen / compound no.	1	2	3	4	5	6
PrPC surface inh	-7	5	-3	2	1	-2
Rv3671c protease	-2	-6	7	·	0	-13
Mtb FBA inh	0	4	13	-4	2	-3
UGM FP inh	1.6	1.1	0.0	·	-2.0	-1.2
Mtb BioA inh	-1.7	1.5	1.9	0.5	0.6	0.4
MazEF act	4	5	4	·	-4	-1
FadD28 FP inh	-0.8	-1.1	-15	-4.5	-4.6	-1.4
BoNT F protease	-1	-1	-5	-6	?	-3
GDH-TPI counter	-2	8	-2	-1	18	1

4 of these compounds, set out differently:
5) Cc1c(CC(=O)NCCC(=O)O)c(=O)oc2cc3occ(-c4ccccc4)c3cc12
  PrPC surface inh = 1	Rv3671c protease = 0	Mtb FBA inh = 2	UGM FP inh = -2.0	Mtb BioA inh = 0.6	MazEF act = -4	FadD28 FP inh = -4.6	BoNT F protease = ?	GDH-TPI counter = 18

1) COc1ccccc1-n1c(CNC(=O)c2ccc(S(=O)(=O)N3CCCCC3)cc2)n[nH]c1=S
  PrPC surface inh = -7	Rv3671c protease = -2	Mtb FBA inh = 0	UGM FP inh = 1.6	Mtb BioA inh = -1.7	MazEF act = 4	FadD28 FP inh = -0.8	BoNT F protease = -1	GDH-TPI counter = -2

3) CCOC(=O)c1[nH]c2ccc(F)cc2c1NC(=O)CN1CCN(C/C=C/c2ccccc2)CC1
  PrPC surface inh = -3	Rv3671c protease = 7	Mtb FBA inh = 13	UGM FP inh = 0.0	Mtb BioA inh = 1.9	MazEF act = 4	FadD28 FP inh = -15	BoNT F protease = -5	GDH-TPI counter = -2

6) CCN(CC(=O)Nc1ccc2c(c1)OCCO2)C(=O)C1CCCCC1
  PrPC surface inh = -2	Rv3671c protease = -13	Mtb FBA inh = -3	UGM FP inh = -1.2	Mtb BioA inh = 0.4	MazEF act = -1	FadD28 FP inh = -1.4	BoNT F protease = -3	GDH-TPI counter = 1

Next records follow.
7. COc1ccc(N(C(=O)/C=C/C(=O)Nc2cc(C)on2)C(C(=O)NC2CCCC2)c2ccccc2C)cc1 (stereo not given)
8. COCCNC(=O)c1ccccc1NC(=O)c1ccccc1SC
9. C=CCn1c(SCC(=O)N2CCN(CCO)CC2)nc2sc3c(c2c1=O)CCC3
10. CCOc1ccc(/C=C/C(O)=C2/C(=O)NC3(C)CC2c2ccccc2O3)cc1OC (stereo not given)
11. Cc1nn(-c2ccccc2)c(Cl)c1C(=O)Nc1c(C)n(C)n(-c2ccccc2)c1=O
12. Cc1ccc(NC(=O)CNc2cccc(S(=O)(=O)N3CCOCC3)c2)cc1F

Screen / compound no.	7	8	9	10	11	12
PrPC surface inh	-1	5	2	6	-2	3
Rv3671c protease	1	-4	2	-1	0	-7
Mtb FBA inh	-1	-2	5	1	0	-1
UGM FP inh	1.4	-0.1	-0.4	-0.2	-0.9	-0.2
Mtb BioA inh	·	·	18	-2.9	-0.8	1.4
MazEF act	3	7	7	2	7	2
FadD28 FP inh	-0.2	-0.2	0.3	-0.6	-2.6	-6.1
BoNT F protease	-8	2	-9	-8	-11	-1
GDH-TPI counter	11	3	11	13	-5	-3

13. Cc1cc(C)n(S(=O)(=O)c2ccccc2[N+](=O)[O-])n1
14. C/C(=N\O)C(C)(C)Nc1ccc(F)cc1
15. COCCNC(=O)C1(C)CCN(Cc2ccc(C(C)C)cc2)C1 (stereo not given)
16. O=C(COC(=O)CCc1nc2ccccc2c(=O)[nH]1)Nc1ccccc1OC(F)F
17. COc1ccc(NC(=O)NCCCN2CCC(Cc3ccccc3)CC2)cc1
18. O=[N+]([O-])c1ccc(NN=CCCc2ccccc2)nc1

Screen / compound no.	13	14	15	16	17	18
PrPC surface inh	-4	0	1	9	-15	-15
Rv3671c protease	-12	14	·	-9	0	·
Mtb FBA inh	3	-4	-2	3	0	-1
UGM FP inh	-3.9	2.1	·	-0.6	-1.6	·
Mtb BioA inh	-0.5	·	-0.4	-1.7	·	0.4
MazEF act	8	-3	·	1	9	6
FadD28 FP inh	2.2	-0.9	-6.0	·	-4.5	-1.9
BoNT F protease	-44	?	-5	-10	-1	0
GDH-TPI counter	9	3	5	3	0	27

19. Cc1ccc(C(=O)NCC(c2cccs2)N(C)C)cc1S(=O)(=O)N1CCOCC1 (stereo not given)
20. Nc1c([N+](=O)[O-])c(=O)oc2ccccc12
21. CCOC(=O)N1CCN(C(=O)CSc2ccc(-c3ccc(OC)cc3)nn2)CC1
22. COc1ccc2cc3cc(C(=O)N4CCCCC4C)oc3nc2c1 (stereo not given)
23. NC(=O)CC[C@@H]1NC(=O)[C@H](Cc2ccc(O)cc2)NC(=O)c2cc([N+](=O)[O-])cc(F)c2OCC[C@@H](C(N)=O)NC1=O
24. COc1cc(OC)cc(-c2nc(-c3ccccc3)no2)c1

Screen / compound no.	19	20	21	22	23	24
PrPC surface inh	7	-19	4	-26	-19	3
Rv3671c protease	2	0	10	0	1	-2
Mtb FBA inh	0	-1	1	40*	-3	1
UGM FP inh	1.7	1.3	1.8	0.6	1.0	-1.2
Mtb BioA inh	-0.7	·	·	0.9	3.3	-3.5
MazEF act	5	5	-2	-2	-11	-6
FadD28 FP inh	-0.6	-3.4	0.1	-1.9	-0.4	-2.0
BoNT F protease	-6	-3	1	-5	0	-13
GDH-TPI counter	4	3	3	49*	16	0

Overlap with the part before: two entries; new compounds follow.
23. NC(=O)CC[C@@H]1NC(=O)[C@H](Cc2ccc(O)cc2)NC(=O)c2cc([N+](=O)[O-])cc(F)c2OCC[C@@H](C(N)=O)NC1=O
24. COc1cc(OC)cc(-c2nc(-c3ccccc3)no2)c1
25. COc1ccc(CCNC(=O)c2cc(S(=O)(=O)N3CCCCCC3)ccc2OC)cc1OC
26. CC(CN1CCC(n2nccc2NC(=O)c2ccccc2Cl)CC1)c1ccccc1 (stereo not given)
27. Cc1ccc(NC(=O)[C@H](C)NC(=O)C2CCN(C(=O)[C@H](CC(C)C)NC(=O)OC(C)(C)C)CC2)cc1
28. Cc1cc(S(=O)(=O)Nc2nc(CN3CCOCC3)nc3sc4c(c23)CCCC4)ccc1F
29. CSCC[C@H](NC(=O)OC(C)(C)C)C(=O)N/N=C/c1cccc2cccnc12
30. CC(C)n1nnc2c(=O)oc3ccccc3c21

Screen / compound no.	23	24	25	26	27	28	29	30
PrPC surface inh	-19	3	10	-5	7	-2	3	-1
Rv3671c protease	1	-2	·	-1	-2	-10	4	-1
Mtb FBA inh	-3	1	-1	-2	1	5	0	-5
UGM FP inh	1.0	-1.2	·	-0.9	-1.9	2.9	2.7	1.4
Mtb BioA inh	3.3	-3.5	2.4	0.2	-0.8	1.5	0.9	·
MazEF act	-11	-6	-4	-1	-5	0	-2	3
FadD28 FP inh	-0.4	-2.0	-2.6	-3.2	-1.2	-3.3	0.3	-2.3
BoNT F protease	0	-13	-4	-4	-31	?	?	2
GDH-TPI counter	16	0	0	-2	-1	-5	15	-3

31. COc1ccccc1N1CCN(c2ccc([N+](=O)[O-])cc2Cl)CC1
32. c1c[nH]c(CN2CCN(Cc3ncc[nH]3)CC2)n1
33. Cn1nnnc1SCCNCC#Cc1ccccc1
34. Cc1occc1-c1nnc(SCC(=O)Nc2ccc(F)cc2)n1Cc1ccccc1
35. Cc1cc(C)nc(SCc2nc3ncccn3c2Br)n1
36. CC1(C)Oc2ccc3ccc(=O)oc3c2-c2cnoc21

Screen / compound no.	31	32	33	34	35	36
PrPC surface inh	-4	-3	-6	-4	-6	5
Rv3671c protease	5	·	-6	-5	2	-1
Mtb FBA inh	-1	0	1	1	66*	11
UGM FP inh	-0.8	·	-0.7	-0.2	-1.7	-3.2
Mtb BioA inh	·	-0.3	·	3.5	21	0.7
MazEF act	1	2	10	2	1	2
FadD28 FP inh	-1.7	0.3	0.5	-9.8	-1.2	0.1
BoNT F protease	0	-14	-6	-4	-6	3
GDH-TPI counter	14	-1	7	9	10	12

37. CCN(CC)CCN=c1c(C)nc(C#N)c(N)n1O
38. Cc1ccc(-c2cc(C(=O)NN=C3CCCC3)c3ccccc3n2)cc1
39. Cc1ccc(-n2nc3c(=O)n(CC(=O)NCCc4ccco4)nc(C)c3c2C)cc1
40. CC(C)c1ccc(NC(=O)CCCN2C(=S)NC(C)(C)CC2C)cc1 (stereo not given)
41. O=C(NCc1ccccc1)c1ccc(CS(=O)Cc2ccc(Cl)cc2)o1 (stereo not given)
42. CCOC(=O)C1CCN(C(=O)COC(=O)c2cc(-c3cccs3)nn2-c2ccccc2)CC1

Screen / compound no.	37	38	39	40	41	42
PrPC surface inh	-12	0	-3	12	-2	5
Rv3671c protease	·	-26	-6	0	-2	11
Mtb FBA inh	7	-1	4	3	2	0
UGM FP inh	·	1.7	2.4	-0.2	-1.1	4.7
Mtb BioA inh	0.3	-1.7	-0.5	-2.9	5.2	-1.0
MazEF act	3	13	-2	4	-3	-1
FadD28 FP inh	-2.8	-0.3	-0.7	-0.4	-0.8	-7.7
BoNT F protease	1	-20	0	-4	-8	-1
GDH-TPI counter	26	16	7	14	-1	0

43. Cc1cc(C)n2nc(CC(=O)NCc3ccccc3Cl)nc2n1
44. Cc1cc(NC(=O)COC(=O)CCNS(=O)(=O)c2c(Cl)cccc2Cl)no1
45. CCCn1nnnc1SCC(=O)N(C(C)C)C(C)C
46. CCOc1ccc([N+](=O)[O-])cc1CNC1CCCCCCC1
47. O=C(c1ccc2c(c1)OCO2)N1CCN(c2ccc(Cl)cc2)CC1
48. CC(C)Oc1ccc(C(=O)OCC(=O)NC2CCCCCC2)cc1
49. O=C(COC(=O)Cc1ccc(Cl)cc1)NCc1ccc2c(c1)OCO2
50. Cc1cc(C)c(-n2c(SCC(=O)N3CCOCC3)n[nH]c2=O)c(C)c1

Screen / compound no.	43	44	45	46	47	48	49	50
PrPC surface inh	2	8	-3	-4	-1	-1	-3	1
Rv3671c protease	2	2	0	2	0	-4	·	-2
Mtb FBA inh	-1	-3	2	1	1	2	5	-2
UGM FP inh	-0.4	-1.2	5.2	3.0	-3.3	3.0	·	-2.5
Mtb BioA inh	·	-1.7	-0.2	1.9	·	0.4	-0.9	-1.6
MazEF act	4	-21	0	8	-3	3	-1	-12
FadD28 FP inh	-0.3	-0.3	-2.4	-0.7	0.3	0.2	-2.9	-2.4
BoNT F protease	-11	3	0	?	-2	1	3	-8
GDH-TPI counter	-2	12	2	3	10	8	5	2
